High-throughput results (PubChem)
Anthrax LF inh2 = anthrax lethal factor protease inhibition. P15917. multiplex microsphere protease cleavage assay, LF. inhibition, % at 10 µM. hit rate 0.12% among 360,000. AID 588501; note: plate controls were buffer without enzyme for full effect and enzyme alone for no effect
Target sequence (P15917 whole entry, looked up): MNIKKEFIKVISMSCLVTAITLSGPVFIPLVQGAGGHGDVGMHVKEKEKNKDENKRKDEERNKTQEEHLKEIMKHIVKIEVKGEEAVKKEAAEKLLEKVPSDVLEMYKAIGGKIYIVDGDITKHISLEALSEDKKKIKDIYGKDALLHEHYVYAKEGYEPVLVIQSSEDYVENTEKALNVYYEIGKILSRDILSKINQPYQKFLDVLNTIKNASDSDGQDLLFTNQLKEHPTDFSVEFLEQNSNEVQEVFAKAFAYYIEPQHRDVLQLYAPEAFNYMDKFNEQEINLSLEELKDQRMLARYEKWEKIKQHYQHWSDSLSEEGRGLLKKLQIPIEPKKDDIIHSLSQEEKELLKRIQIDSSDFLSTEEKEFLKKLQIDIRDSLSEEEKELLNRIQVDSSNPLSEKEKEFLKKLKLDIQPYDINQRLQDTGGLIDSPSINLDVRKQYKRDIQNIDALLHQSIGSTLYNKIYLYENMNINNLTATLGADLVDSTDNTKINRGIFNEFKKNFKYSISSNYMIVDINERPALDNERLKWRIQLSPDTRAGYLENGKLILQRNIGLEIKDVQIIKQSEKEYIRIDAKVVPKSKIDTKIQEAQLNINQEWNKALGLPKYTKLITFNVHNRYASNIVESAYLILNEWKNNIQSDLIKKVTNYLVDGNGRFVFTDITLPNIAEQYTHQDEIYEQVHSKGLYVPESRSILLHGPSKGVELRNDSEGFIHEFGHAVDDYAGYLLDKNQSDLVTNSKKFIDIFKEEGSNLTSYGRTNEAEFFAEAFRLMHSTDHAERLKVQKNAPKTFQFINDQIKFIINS
BoNT F protease = blocks Botulinum neurotoxin F light chain protease | Multiplex microsphere protease cleavage assay, flow cytometry | inhibition, % at 10 µM | hit rate 0.22% among 360,000; in the data active = inhibition above about 35%, passing the limit was not always enough; inconclusive = no clear call, values can overlap the other calls; note: plate controls were buffer without enzyme for full effect and enzyme alone for no effect
CCHF vOTU inh = CCHFV vOTU protease inhibition. hit rate 0.55% among 370,000. Pep-AMC fluorescence. inhibition, % at 11.5 µM; in the data active = inhibition above about 30%; note: 0% = vehicle wells with enzyme and 100% = no enzyme wells
PrPC TRFRET = cell surface PrPC inhibition, primary TR-FRET screen. inhibition, % at 13.8 µM. TR-FRET read-out. hit rate 0.43% among 370,000. AID 720596; in the data active = inhibition above about 24%; note: 0% = median of the test wells and 100% = reference compound wells
MazEF act = increases E. coli MazEF RNase cleavage of RNA. P0AE70. activation, % at 20 µM. FAM/BHQ RNA-DNA oligo cleavage fluorescence, 5 h. hit rate 0.32% among 350,000; in the data active = activation above about 50%
Target sequence (P0AE70 whole entry, looked up): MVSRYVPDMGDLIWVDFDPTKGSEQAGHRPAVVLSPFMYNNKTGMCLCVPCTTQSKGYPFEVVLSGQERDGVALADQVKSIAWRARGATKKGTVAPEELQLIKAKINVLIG
Rv3671c protease = Rv3671c (M. tuberculosis) protease inhibition. P9WHR9. inhibition, % at 5.96 µM. hit rate 0.048% among 320,000. AID 2606; in the data active = inhibition above about 38%;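 note: extracellular domain of Rv3671c used as enzyme; 0% = enzyme with DMSO and 100% = no enzyme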
DUSP3 inh = blocks human VHR1 dual specificity phosphatase; hit rate 0.52% among 290,000; inhibition, % at 13.3 µM; recombinant VHR phosphatase, pNPP absorbance; P51452; in the data active = inhibition above about 50%; note: some compounds called inactive have numbers as strong as hits
BoNT-A LC inh2 = blocks Botulinum neurotoxin A light chain protease. multiplex microsphere protease substrate cleavage, flow cytometry. inhibition, % at 10 µM. hit rate 0.17% among 360,000; note: plate controls were buffer without enzyme for full effect and enzyme alone for no effect
SARS 3CLpro inh = SARS-CoV 3CLpro protease inhibition. recombinant SARS-CoV 3CLpro, quenched FRET peptide cleavage. inhibition, % at 6 µM. hit rate 0.14% among 290,000; in the data active = inhibition above about 12%
SSB-PriA inh = K. pneumoniae PriA-SSBct interaction inhibition; AlphaScreen SSBct-PriA binding, biotinylated peptide; inhibition, % at 33 µM; hit rate 0.6% among 430,000; in the data active = inhibition mostly above about 37%, no sharp cut-off; inactive = mostly below about 20%;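 note: plate controls were negative control peptide for no effect and reference peptide for full effect; strong numbers were not always called active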
* = called active by the depositor; ? = inconclusive; · = not tested or not shown. Cut-off read from the data, not from the text of the source, unless noted: active = inhibition above about 30%; inconclusive = no clear call, values can overlap the other calls; inactive = below that. Not all compounds are listed; count on the stated rates, not on these rows.

SMILES | Anthrax LF inh2 | BoNT F protease | CCHF vOTU inh | PrPC TRFRET | MazEF act | Rv3671c protease | DUSP3 inh | BoNT-A LC inh2 | SARS 3CLpro inh | SSB-PriA inh
COc1cccc(NC(=O)CSc2nnc(-c3ccoc3C)n2-c2ccccc2)c1 | · | · | 1.3 | -2.6 | 5.2 | -4.0 | 26.4 | · | 3.4 | -8.8
O=C1CSC2(CCCCC2)N1CCO | -6.8 | -5.7 | -6.0 | -1.9 | -0.6 | -6.3 | -3.7 | -0.3 | 2.4 | 1.8
COC(=O)CN(c1ccc(OC)cc1)S(=O)(=O)c1c(C)noc1C | -0.5 | 2.4 | 2.4 | 14.8 | -0.1 | 0.8 | 24.2 | -0.3 | -6.3 | -20.4
CCOP(=O)(OCC)C(NC(=O)Nc1cccc(Cl)c1)C(N)=O (centres undefined) | 1.1 | 3.0 | -8.4 | 2.2 | -0.9 | -17.6 | -16.8 | 0.1 | -1.5 | -5.2
C=C(C)COc1ccc2c(CC)cc(=O)oc2c1 | -0.8 | -1.6 | -1.7 | 3.3 | -4.0 | 4.7 | 2.0 | 0.1 | 2.7 | -18.0
COc1ccc2nc(N3CCN(C(=O)C4COc5ccccc5O4)CC3)sc2c1 (centres undefined) | 4.1 | 14.7 | -3.1 | -0.8 | 3.4 | 0.4 | · | 1.6 | · | -7.4
COC(=O)c1ccc(NC2=CC(=O)CC(C)(C)C2)cc1 | -4.6 | ? | 8.4 | 10.2 | 7.3 | 10.1 | -5.6 | 0.3 | 1.8 | -5.7
COc1ccc([C@H]2C[C@@H](n3cc(C4CC4)nn3)[C@H](O)CN2Cc2cccs2)cc1 | -8.3 | 5.2 | -2.6 | -8.5 | -3.7 | · | · | -0.1 | · | ·
C[C@@H]1NC(=O)OC1c1ccco1 (some centres undefined) | -6.2 | -1.9 | 5.5 | 0.1 | 4.2 | 0.9 | · | -0.1 | · | 4.6
COc1ccccc1/C=C1/C(=O)N(c2ccccc2)N=C1C | -4.7 | -3.1 | 71.1* | -2.4 | 0.7 | -138.2 | -6.7 | 1.1 | 2.2 | -6.8
O=C(c1cn(Cc2ccccc2F)c2ncccc12)C(F)(F)F | -4.7 | 12.9 | -2.0 | 4.0 | -8.3 | -0.7 | 30.3 | -1.1 | -5.3 | 5.8
CCCCN(CC)CCNC(=O)c1cn(CCOC)c(=O)c2c1c1ccccc1n2C | -6.7 | 17.6 | -21.0 | -4.5 | 2.0 | -2.0 | 13.0 | -2.2 | 1.0 | -13.9
Cc1cccc(OCCn2c(=S)[nH]c3ccccc32)c1 | -1.5 | 2.1 | 20.4 | 12.0 | -4.3 | -2.1 | -16.0 | 0.4 | 3.4 | 2.7
CC(C)CCNC(=O)c1ccc2c(c1)ncn2C1CCCC1 | -1.3 | 5.4 | 3.9 | 3.0 | 6.1 | -8.8 | -1.8 | 0.3 | -0.3 | -2.5
COC(=O)c1cccc(Oc2nc3c(c(=O)n(C)c(=O)n3C)n2C(C)C)c1 | 0.9 | 0.3 | 2.8 | 6.6 | 4.2 | 1.1 | 31.5 | -0.7 | -0.4 | 2.2
O=C1CN(CC(=O)Nc2ccc(SC(F)F)cc2)CCN1 | -2.9 | -6.7 | -1.8 | -0.7 | 0.4 | -3.6 | -5.6 | -0.7 | -3.7 | -0.6
Cc1cccc(OCC(=O)N/N=C/CC(C)c2ccccc2)c1C (centres undefined) | 1.5 | 30.6 | 4.4 | 0.7 | -10.4 | -4.0 | 1.5 | 4.0 | -0.9 | ·
CCOC(=O)CSc1nc2c(c(=O)[nH]1)C(C)(CC)Cc1ccccc1-2 (centres undefined) | 10.7 | -3.4 | 16.1 | 3.6 | 5.6 | -4.2 | 5.8 | -1.5 | 5.6 | -4.0
O=C(NCC1CCCO1)C1CCCN(S(=O)(=O)c2ccc(Cl)cc2)C1 (centres undefined) | 4.3 | -1.9 | 5.2 | 7.5 | 3.6 | -2.5 | 50.4* | 0.7 | -1.4 | -13.9
O=C(NC(=S)Nc1ccc(CN2CCOCC2)cc1)c1ccc2c(c1)OCCO2 | · | · | -14.5 | 9.5 | 7.0 | 2.3 | 4.4 | · | -0.3 | 10.4
CN(CC(=O)N1CCCC1)S(=O)(=O)c1cccc(Cl)c1 | -2.5 | -4.4 | 9.7 | -9.3 | -2.0 | -7.1 | -13.7 | -0.9 | -0.5 | -13.1
COCCNC(=O)C(c1ccc(C)o1)N(Cc1ccc(OC)cc1)C(=O)Cn1nnc2ccccc21 (centres undefined) | 0.5 | 8.1 | 11.9 | -6.2 | -1.8 | -0.7 | 23.4 | -0.2 | -1.1 | -9.9
CC1=CC(=O)C2=C(C)CC(O)C3C(C)C(=O)OC3C12 (centres undefined) | -2.4 | 0.2 | -3.0 | -2.5 | 2.9 | -7.1 | -3.7 | 0.6 | -0.2 | -2.4
O=C(COc1ccc(Cl)cc1)N(c1ccccc1Cl)C1CN2CCC1CC2 (centres undefined) | · | · | -5.8 | 2.0 | 15.3 | 5.0 | 46.6 | · | -1.1 | 1.5
Cc1cccc(NC(=O)c2ncn3c2C(=O)N[C@@H](C)C3)c1 | -1.1 | 2.1 | 3.8 | -3.1 | 2.0 | · | · | -0.4 | · | ·
New compounds follow.
SMILES | Anthrax LF inh2 | BoNT F protease | CCHF vOTU inh | PrPC TRFRET | MazEF act | Rv3671c protease | DUSP3 inh | BoNT-A LC inh2 | SARS 3CLpro inh | SSB-PriA inh
Cc1ccc(S(=O)(=O)N2CCC(C(=O)OCC(=O)NCc3ccco3)CC2)cc1C | -2.9 | 2.4 | -2.5 | 0.3 | -7.6 | -0.8 | · | 0.2 | · | 14.0
O=C1CN(C(=O)c2c(F)cccc2F)C(c2ccccc2)c2cc(Br)ccc2N1 (centres undefined) | 0.6 | 6.6 | 4.8 | 18.4 | -2.4 | -1.4 | -18.8 | -1.6 | 3.9 | -0.1
CC(=O)NC1=NN(C(C)=O)C2(S1)C(=O)N(C(C)C)c1ccc(C)cc12 (centres undefined) | -0.6 | 2.1 | 5.0 | 4.0 | -0.7 | 3.3 | 21.3 | 0.7 | 4.3 | 2.7
O=C(c1cncc(Br)c1)N1CCN(S(=O)(=O)c2ccc(Cl)cc2)CC1 | -2.2 | 8.8 | 8.4 | -1.5 | 5.5 | -3.5 | 8.5 | -0.3 | 0.4 | -6.4
COc1ccc(C(=O)Nc2ncc(C)s2)cc1S(=O)(=O)N1CCCC1 | -5.4 | 1.6 | -5.0 | 4.8 | 3.2 | -0.1 | 23.3 | -0.5 | -5.0 | -5.5
COc1ccc(NC(C)=O)cc1NC(=O)c1cccc(C(F)(F)F)c1 | -1.6 | 0.8 | 6.5 | 3.6 | 7.7 | 5.6 | -2.0 | -0.6 | 1.6 | -5.3
COc1ccc(CC(=O)Nc2ccc(-c3noc(-c4cccc(OC)c4)n3)cc2)cc1 | -3.8 | -1.6 | 16.9 | 2.5 | -26.3 | -8.5 | 47.9 | -0.6 | 0.6 | -4.3
CN(C)S(=O)(=O)c1cccc(NC(=S)NC(=O)C2CCCCC2)c1 | 1.8 | 0.6 | 1.0 | 8.9 | -3.9 | -2.7 | -9.9 | -0.4 | 0.5 | -3.3
CC(C)C(=O)Nc1cc(S(=O)(=O)Nc2cccc(Cl)c2)ccc1Cl | -3.5 | -3.5 | 9.6 | -0.2 | -1.9 | -1.9 | 4.7 | 0.1 | 3.7 | 1.9
c1coc(-c2nn3c(Cn4nnc5ccccc54)nnc3s2)c1 | -10.9 | -5.7 | 3.5 | -7.9 | 8.0 | 2.6 | -14.5 | -0.6 | 3.2 | 10.7
COc1cc(OC)c(NS(=O)(=O)c2cc(Br)cnc2N)cc1Cl | 0.8 | 8.4 | -3.3 | -7.5 | 4.4 | -7.2 | 29.0 | 1.8 | 0.6 | 9.4
CCC(C)C(=O)Nc1c2c(nc3c1CCC3)CCCC2 (centres undefined) | -0.2 | -0.6 | 3.1 | -1.5 | 5.4 | -5.5 | 2.9 | -0.4 | 1.3 | -3.0
Cc1ccc(C2N(C)c3ccccc3-c3nc4ccccc4n32)o1 (centres undefined) | -8.2 | -2.5 | -220.4 | 7.9 | 8.2 | 4.7 | -12.3 | -0.3 | 2.8 | -20.8
O=C(COC(=O)c1ccc[nH]c1=O)c1ccc(Cl)s1 | -1.2 | 7.3 | 2.7 | 0.7 | -9.2 | -3.6 | 9.9 | 0.9 | 1.0 | -23.8
Cn1c(-c2cccc(F)c2)nc2c1c(=O)[nH]c(=O)n2Cc1ccccc1 | -0.2 | 6.6 | -2.7 | 7.5 | 10.9 | 2.9 | 17.0 | 0.6 | 2.8 | 1.6
COC(=O)c1ccccc1NC(=S)NC(=O)c1cccc2ccccc12 | 0.8 | 12.5 | 10.1 | -2.6 | 0.0 | -3.6 | 23.7 | 0.9 | 1.7 | 4.9
COc1ccc2nc(SCc3nc(N)nc(Nc4ccccc4)n3)[nH]c2c1 | -6.0 | 2.1 | -5.2 | 6.0 | -0.8 | -8.6 | 18.8 | 0.9 | 0.5 | -7.5
CS(=O)(=O)N1CCN(c2ccccc2NC(=O)c2ccc(-c3ccc(Br)cc3)o2)CC1 | -5.4 | -1.4 | -12.7 | -5.0 | -0.3 | -7.3 | 13.3 | -0.1 | 2.8 | -1.5
CCOC(=O)N1CCN(C(=O)Cc2ccc(-n3c(=O)[nH]c4ccccc4c3=O)cc2)CC1 | 1.3 | 25.2 | -0.2 | -2.8 | 4.4 | 6.2 | 44.3 | 0.7 | -0.6 | -2.9
COCCN1C(=O)COc2ccccc2C1C(=O)Nc1c(C)cccc1C (centres undefined) | -5.2 | -0.3 | -4.2 | 4.8 | · | · | · | -0.1 | · | ·
C=CCSc1nnc(NC(=O)Cc2ccc(OC)c(OC)c2)s1 | -5.8 | -9.0 | 2.4 | 8.9 | 18.8 | 2.1 | 21.7 | -1.2 | 4.1 | -8.2
O=[N+]([O-])c1ccccc1S(=O)(=O)N1CCN(Cc2ccccc2)CC1 | -5.5 | -8.8 | 9.7 | -12.7 | -24.2 | -2.2 | 39.1 | -6.9 | -0.6 | 18.6
CCN(Cc1ccccc1)c1ccc(/C=N/NC(=S)NC(C)C)cc1 | -1.6 | -0.9 | 4.5 | 3.7 | 1.2 | 17.5 | 29.8 | 0.6 | 5.1 | ·
CC(=O)Oc1cc(OC(C)=O)c2c(C)cc(=O)oc2c1 | 0.9 | -0.4 | -257.4 | 7.3 | 0.8 | -1.4 | 17.9 | -0.2 | -3.7 | -10.2
CC(=O)c1ccc(N2CCN(S(=O)(=O)c3c(C)[nH]c(C)c3C(=O)N3CCCCC3)CC2)cc1 | 0.7 | 8.2 | 15.1 | -5.5 | -2.0 | 1.3 | -17.2 | 4.0 | 4.1 | -7.0
N=c1c2c(n(Cc3cccc(Cl)c3)c3c1CCC3)CCCC2 | -2.1 | -0.2 | -1.6 | 11.8 | 13.4 | -3.1 | 31.2 | 0.2 | -2.2 | 1.6

Compound profiles, as listed above. Order of screens: Anthrax LF inh2	BoNT F protease	CCHF vOTU inh	PrPC TRFRET	MazEF act	Rv3671c protease	DUSP3 inh	BoNT-A LC inh2	SARS 3CLpro inh	SSB-PriA inh
CS(=O)(=O)N1CCN(c2ccccc2NC(=O)c2ccc(-c3ccc(Br)cc3)o2)CC1 as listed: -5.4	-1.4	-12.7	-5.0	-0.3	-7.3	13.3	-0.1	2.8	-1.5
COc1cc(OC)c(NS(=O)(=O)c2cc(Br)cnc2N)cc1Cl as listed: 0.8	8.4	-3.3	-7.5	4.4	-7.2	29.0	1.8	0.6	9.4
Cc1ccc(S(=O)(=O)N2CCC(C(=O)OCC(=O)NCc3ccco3)CC2)cc1C as listed: -2.9	2.4	-2.5	0.3	-7.6	-0.8	·	0.2	·	14.0
CCOC(=O)N1CCN(C(=O)Cc2ccc(-n3c(=O)[nH]c4ccccc4c3=O)cc2)CC1 as listed: 1.3	25.2	-0.2	-2.8	4.4	6.2	44.3	0.7	-0.6	-2.9
Cn1c(-c2cccc(F)c2)nc2c1c(=O)[nH]c(=O)n2Cc1ccccc1 as listed: -0.2	6.6	-2.7	7.5	10.9	2.9	17.0	0.6	2.8	1.6
